Screening results: PubChem, National Center for Advancing Translational Sciences (NCATS)
PGK inhibitor = T. brucei PGK inhibition | Potency, µM (doses to about 57.5 µM), without a hit: top-dose activity change, negative = inhibition, most hits filed as inhibitors | hit rate 0.043% among 380,000 | PGK/GAPDH coupled, Kinase-Glo luminescence, 60 min; note: potency is the fitted concentration of half-maximal effect; % is set by controls: 0 for no effect and ±100 for the full control effect; nearly all actives have a fitted effect of over 60% in size
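Recombinant glycosomal PGK reaction used 1,3-bisphosphoglycerate generated in-well by GAPDH (100nM final) in 100mM TEA pH 7.6, 5mM MgCl2, 0.01% Tween-20. After 60 minutes at room temperature, ATP was read by Kinase-Glo Plus luminescence end-point.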
APE1 inh = inhibitors of human APE1 endonuclease; P27695; recombinant APE1, TAMRA/BHQ-2 abasic DNA cleavage fluorescence; Potency, µM (series often up to 65.8 µM), inactives show top-dose activity change, negative = inhibition, most hits filed as inhibitors; hit rate 0.35% among 350,000;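 note: potency is the fitted concentration of half-maximal effect; plate controls were vehicle for no effect and reference inhibitor for full effect; nearly all actives have a fitted effect of over 55% in size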
Target sequence (P27695 whole entry, looked up): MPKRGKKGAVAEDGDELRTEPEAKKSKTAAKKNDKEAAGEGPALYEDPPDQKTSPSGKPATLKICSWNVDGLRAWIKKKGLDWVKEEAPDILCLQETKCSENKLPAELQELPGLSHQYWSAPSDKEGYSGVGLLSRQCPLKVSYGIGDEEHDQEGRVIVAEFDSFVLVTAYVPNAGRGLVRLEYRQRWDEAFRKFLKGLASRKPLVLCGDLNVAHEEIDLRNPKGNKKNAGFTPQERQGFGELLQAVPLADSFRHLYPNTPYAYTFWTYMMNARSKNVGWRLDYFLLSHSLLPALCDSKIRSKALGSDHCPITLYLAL
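Quantitative HTS: incision of a TAMRA/BHQ-2 double-stranded substrate bearing a tetrahydrofuran abasic site by 0.75 nM APE1 raises fluorescence. Substrate 50 nM final, added after 15 min compound preincubation at room temperature; progress as third-minus-first kinetic read difference.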
POLB inh = inhibitors of human DNA polymerase beta | hit rate 1.3% among 340,000 | AID 485314 | Potency, µM (doses to about 114 µM), without a hit: top-dose activity change, negative = inhibition, most hits filed as inhibitors | P06746 | Pol beta primer extension/strand displacement, fluorescence kinetic; note: potency is the fitted concentration of half-maximal effect; % is set by controls: 0 for no effect and ±100 for the full control effect
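Reaction started by 50 nM substrate onto compound-treated Pol beta (10 nM, 15 min preincubation, room temperature); plates read at 0 min and 10 min. Normalized concentration-effect data fitted by four-parameter Hill equation.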
RXFP1 antagonist = blocks the human relaxin receptor RXFP1; Q9HBX9; HEK293-RXFP1, relaxin-stimulated cAMP HTRF, 30 min; hits give low values; activity change, negative = inhibition, % at 57.5 µM; hit rate 0.59% among 350,000; AID 1259400;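 active = activity change of -60% or lower, but not beyond a set lower limit; inconclusive = change between -60% and -40%, or beyond the set limit; inactive = change above -40%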; note: % is set by controls: 0 for no effect and ±100 for the full control effect
Target sequence (Q9HBX9 whole entry, looked up): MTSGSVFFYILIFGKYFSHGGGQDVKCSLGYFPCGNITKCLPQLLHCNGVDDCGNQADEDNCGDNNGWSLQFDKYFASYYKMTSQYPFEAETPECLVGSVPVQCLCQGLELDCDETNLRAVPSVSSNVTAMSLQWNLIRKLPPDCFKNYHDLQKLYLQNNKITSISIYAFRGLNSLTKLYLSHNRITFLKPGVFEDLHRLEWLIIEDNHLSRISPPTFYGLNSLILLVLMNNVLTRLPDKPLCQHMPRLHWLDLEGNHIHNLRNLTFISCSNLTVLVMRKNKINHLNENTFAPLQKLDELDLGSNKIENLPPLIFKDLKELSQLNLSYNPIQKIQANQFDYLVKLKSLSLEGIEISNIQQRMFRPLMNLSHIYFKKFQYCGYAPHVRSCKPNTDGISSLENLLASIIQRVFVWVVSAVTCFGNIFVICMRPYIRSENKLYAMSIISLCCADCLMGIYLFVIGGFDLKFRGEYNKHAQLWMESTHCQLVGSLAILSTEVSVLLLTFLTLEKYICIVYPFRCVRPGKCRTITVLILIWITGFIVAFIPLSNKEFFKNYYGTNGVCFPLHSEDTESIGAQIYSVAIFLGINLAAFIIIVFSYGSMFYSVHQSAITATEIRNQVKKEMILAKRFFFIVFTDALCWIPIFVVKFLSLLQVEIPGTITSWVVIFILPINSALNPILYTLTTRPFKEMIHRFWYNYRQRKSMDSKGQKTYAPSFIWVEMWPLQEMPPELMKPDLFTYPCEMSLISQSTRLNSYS
BLM inh = blocks DNA unwinding by human BLM helicase; P54132; recombinant BLM DNA unwinding, fluorescence dequenching; Potency, µM (titrated, usually from 56.1 µM), for inactives: at the highest dose activity change, negative = inhibition, actives largely listed as inhibitors; hit rate 0.2% among 350,000; AID 2528;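 note: potency is the fitted concentration of half-maximal effect; plate controls were vehicle for no effect and no enzyme for full effect; nearly all actives have a fitted effect of over 35% in size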
Anesthetic bind = candidate novel general anesthetic via apoferritin binding | P02791 | apoferritin/1-aminoanthracene competitive binding, fluorescence | Potency, µM (top dose mostly 77.5 µM), for inactives: at the top dose activity change, negative = displacement, hits mostly inhibitors | hit rate 0.074% among 350,000; note: potency is the fitted concentration of half-maximal effect; % is set by controls: 0 for no effect and ±100 for the full control effect; nearly all actives have a fitted effect of over 20% in size
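Apoferritin-based anesthetic binding model; compound displacement of fluorescent 1-AMA measured as endpoint fluorescence after 10 minutes at room temperature, scaled to free-ligand and complex controls.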
Pol kappa inh = blocks human DNA polymerase kappa activity; hit rate 0.53% among 400,000; purified Pol kappa, fluorescent DNA synthesis assay, 10 min; Potency, µM (top dose mostly 107 µM), for the others: at the top dose activity, negative = inhibition, hits mostly inhibitors; Q9UBT6; note: potency is the fitted concentration of half-maximal effect; % is set by controls: 0 for no effect and ±100 for the full control effect
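First, compounds were pin-transferred onto 10 nM Pol kappa. After 15 min at room temperature, substrate was added to 50 nM final. Fluorescence was then measured kinetically at 0 and 10 min.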
Pol iota inh = DNA polymerase iota (human) inhibition; Q9UNA4; Pol iota fluorescent replication assay, 10 min; Potency, µM (titrated, usually from 115 µM), for the others: at the highest dose activity, negative = inhibition, hits mostly inhibitors; hit rate 1% among 390,000; AID 588590; note: potency is the fitted concentration of half-maximal effect
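Pol iota at 10 nM preincubated 15 min with compounds at room temperature; reaction started with fluorescent substrate, 50 nM final. Fluorescence read kinetically at 0 and 10 min; buffer-only wells as negative control.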
POLH inh = DNA polymerase eta (human) inhibition; Potency, µM (doses to about 114 µM), for the others: top-dose activity change, negative = inhibition, hits mostly inhibitors; AID 588591; recombinant Pol eta, fluorescent DNA replication assay; hit rate 1.2% among 390,000; Q9Y253; note: potency is the fitted concentration of half-maximal effect; % is set by controls: 0 for no effect and ±100 for the full control effect
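Fluorescent replication assay: 50 nM final substrate added after a 15 min room-temperature compound preincubation with 10 nM enzyme. Signal taken at 0 min and again at 10 min.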
Numbers without * were called inactive; i = inactive; ? = inconclusive; / = not tested or not shown; & = joins results of further samples; [ ] = another dose, or the depositor's remark. Unless noted, calls come from the whole dose curve; as a rule, active = well fitted curve in the direction sought with a large enough effect; inconclusive = small, poorly fitted or top-dose-only effect, or another doubt; inactive = no such curve, though single readings can be large; an effect the other way counts as inactive or inconclusive. Not all compounds are listed (hit frequency here may not be typical).

Structure	PGK inhibitor	APE1 inh	POLB inh	RXFP1 antagonist	BLM inh	Anesthetic bind	Pol kappa inh	Pol iota inh	POLH inh
CO[C@H]1O[C@H](C)[C@@H](O)C[C@H]1NC(=O)OCc1ccccc1	i	20%	?	8	-2%	-4%	-2%	39%[activator]	-24%
Cc1ccc(S(=O)(=O)N(C)C[C@@H]2Oc3ccc(NC(=O)Cn4cnnn4)cc3C(=O)N([C@@H](C)CO)C[C@H]2C)cc1	-5%	0%	/	/	/	/	-2%	17%	-19%
CCc1ccc(C(=O)COC(=O)C(Cc2ccccc2)NC(=O)c2ccc(Cl)cc2)cc1 (stereo not drawn)	-1%	0%	24%	-7	1%	?	-2%	22%	13%
Cc1cccc(NC(=O)Nc2ccc3c(c2)N(C)C(=O)CS3)n1	-2%	-2%	21%	/	1%	-8%	-12%	13%	-2%
O=C(O)COc1ccc2c(c1)O/C(=C\c1cccs1)C2=O	i	-6%	1%	-7	0%	-2%	-4%	48%[activator]	?
NS(=O)(=O)c1ccc(NC(=O)C(=O)Nc2ccc3nc4n(c(=O)c3c2)CCCCC4)cc1	i	/	6%	11	-6%	-1%	-7%	15%	-5%
O=C(CSc1ccc2nnc(-c3ccc(Cl)cc3)n2n1)N1CCc2ccccc21	-5%	-9%	1%	/	-9%	-4%	-10%	14%	7%
Cc1ccc2c(C)c(C(=O)N3CCN(c4cnccn4)CC3)oc2c1C	-1%	21%	22%	-28	-4%	-23%	0%	18%	-22%
CC(C)=C1C2C=CC1C1C(=O)N(c3ccc4c(c3)OCO4)C(=O)C21 (stereo not drawn)	10%	-4%	3%	-2	-2%	-1%	-4%	-11%	4%
CCOc1cc(/C=C2\C(=O)N(Cc3ccc(C)cc3)C(C)=C2C(=O)OC)ccc1O	4%	-2%	-1%	-38	-13%	?	-12%	-1%	-7%
C#CCN1C(=O)S/C(=C\c2ccc(-c3ccc(C(=O)O)cc3C)o2)C1=O	?	?	16µM*	3	-26%	-4%	18µM*	8.9µM*	7.1µM*
CCc1ccccc1NC(=O)[C@H](Cc1ccccc1)N1Cc2ccccc2C1=O	i	/	-10%	/	-2%	-11%	-2%	6%	-20%
CCCN(CC(=O)Nc1ccc(F)c(F)c1F)C(=O)c1ccc(N2CCCC2=O)cc1	0%	10%	/	-7	/	/	-19%	-13%	-7%
Cc1ccc(-c2noc(CCC(=O)NCc3ccco3)n2)cc1	-10%	-3%	7%	1	-14%	-15%	2%	-6%[58.9 µM]	1%
O=C(CSc1nnc2scc(-c3ccccc3)n12)NCC1CCCO1 (stereo not drawn)	0%	-7%	-11%	-8	0%	-14%	-5%	-5%[58.9 µM]	4%
Cc1ccccc1C(=O)Nc1nc2c(C)csc2c(=O)s1	-5%	-7%	-1%	/	-7%	-8%	-9%	-7%	-5%
OCC(Cc1ccccc1)NCc1ccccc1C(F)(F)F (stereo not drawn)	-4%	-1%	2%	22	-3%	5%	0%	-11%	-13%
O=C(COc1ccc(-c2ccccc2)cc1)NN=C1CCCC1	-2%	4%	-1%	-15	-2%	?	-8%	-12%	-7%
O=C(N[C@H]1C/C=C\C[C@@H](CC(=O)N(CCO)Cc2ccccc2)C(=O)N2CCC[C@@H]2COC1=O)OCC1c2ccccc2-c2ccccc21	-2%	11µM*	/	/	/	/	-20%	-2%	-13%
C[C@@H](NC(=O)c1[nH]cnc1C(=O)Nc1nccs1)c1ccccc1	9%	11%	/	/	/	/	-6%	4%	0%
CCOC(=O)C1=C(C)N(C)C(C)=C(C(=O)OCC)C1c1ccccc1	-3%	1%	1%	0	3%	5%	-19%	5%	-7%
O=S(=O)(NCCc1ccccn1)c1ccc(F)c(F)c1	-5%	4%	6%	-8	1%	?	0%	-6%	-12%
CCCCCCCCN1[C@@H](CC(C)=O)c2cc(C(F)(F)F)ccc2S1(=O)=O	-7%	/	/	/	/	/	-12%&0%	6%&7%	-1%
Cc1cc(CNC(=O)CCc2nnc(CCCCc3ccccc3)o2)nn1C	8%	0%	21%	-3	-1%	?	-6%	52%[activator]	-9%
CC(C)N(CCNC(=O)C1CCCN(c2ncnc3c2nc2n3CCCCC2)C1)Cc1ccccc1 (stereo not drawn)	-2%	18%	-22%	18	-3%	-12%	-8%	0%	-12%
Cc1ccccc1OCC(=O)N/N=C/c1ccc2c(c1)OCCO2	i	1%	?	-2	-6%	?	-15%	-3%	-17%
CC(C)c1nc2ccc(NC(=O)C3CCCCC3)cc2[nH]1	-1%	12%	-19%	-22	1%	1%	-5%	6%	-8%
COc1ccc(Cl)cc1NC(=O)CSc1nc(Nc2ccccc2)nc(N2CCOCC2)n1	-10%	34%	-2%	-8	-10%	2%	9%	19%	-16%
O=C(OCc1nc2ccccc2s1)c1ccc(Br)o1	2%	-2%	-14%	-4	-5%	?	-14%	?	2%
CCOC(=O)c1ccc(C(=O)OCC)c(NC(=S)Nc2ccc([N+](=O)[O-])cc2OC)c1	0%	1%	-25%	-10	-11%	75%[activator]	-4%	7%	-21%

Sorted by value in Anesthetic bind (descending): some entries from above.
| Structure | Anesthetic bind |
| --- | --- |
| CC(C)c1nc2ccc(NC(=O)C3CCCCC3)cc2[nH]1 | 1% |
| O=C(O)COc1ccc2c(c1)O/C(=C\c1cccs1)C2=O | -2% |
| Cc1ccc2c(C)c(C(=O)N3CCN(c4cnccn4)CC3)oc2c1C | -23% |

Going on with the list.
Structure	PGK inhibitor	APE1 inh	POLB inh	RXFP1 antagonist	BLM inh	Anesthetic bind	Pol kappa inh	Pol iota inh	POLH inh
CCOC(=O)/C(N=Nc1c(C)n(C)n(-c2ccccc2)c1=O)=C(\C)O	-5%	-1%	-1%	-4	-3%	-3%	-4%	-3%	-24%
Cc1ccc(-c2nc3c4cnn(-c5cc(Cl)ccc5Cl)c4ncn3n2)cc1	/	/	3%	5	-4%	7%	0%	11%	/
CC(=O)N1CCN(C(=O)c2cccc(NS(=O)(=O)c3ccc(Br)cc3)c2)CC1	-1%	6%	/	2	/	/	-10%	33%[activator]	-13%
Cc1nc2ccccc2c(=O)n1-c1cccc(NS(=O)(=O)c2ccccc2)c1	-2%	24%	/	-13	/	/	-17%	-19%	-6%
CN(c1ccccc1)S(=O)(=O)c1ccc(NC(=O)c2cccs2)cc1	i	-2%	1%	-14	-14%	-20%	-9%	76%[activator]	-4%
COc1nc(OC)nc(N2CCC(C(=O)NCc3cccs3)CC2)n1	-3%	-1%	5%	-9	-1%	-1%	13%	2%	-10%
CCn1c(SCC(=O)c2c(N)n(C3CC3)c(=O)[nH]c2=O)nc2cc(S(N)(=O)=O)ccc21	-7%	7%	/	1	/	/	-20%	10%	-15%
O=C(Nc1ccncc1)Nc1ccc(F)cc1	-6%	65%[activator]	4%	-9	-1%	-5%	13%	-3%	-7%
O=C(CN1C(=O)c2ccccc2S1(=O)=O)NC1CC2CCC1C2 (stereo not drawn)	6%	-2%	27%	/	1%	?	-2%	13%	-18%
Cc1ccc(-c2nnc(Nc3ccccc3)o2)cc1	?	-1%	10%	-11	-1%	-6%	-6%	?	-3%
CN(C)C(=S)NCc1ccccc1	-1%	1%	10%	-11	-2%	-5%	-1%	6%	-5%
COc1ccc(S(=O)(=O)Nc2ccc3c(c2)COC3=O)cc1OC	-3%	-6%	-1%	1	1%	-3%	-16%	40%[activator]	5%
COC(=O)c1c(Cl)c2n3ccccc3c(C)c(-c3ccccc3)c-2c1C(=O)OC	-12%	1%	11%	/	-8%	4%	-7%	?	?
O=C(CN(Cc1cccs1)C(=O)c1csnn1)NC1CCCC1	0%	13%	8%	0	3%	1%	-1%	12%	-5%
CCNc1nc(Oc2ccc(F)cc2)cc(C(F)(F)F)n1	-6%	0%	?	-34	-7%	-17%	-26%	65%[activator]	-17%
Cn1c(Cn2cnc([N+](=O)[O-])n2)nnc1SCC(=O)Nc1ccc(Br)cc1	3%	-2%	10%	3	-8%	-12%	1%	148%[activator]	-19%
CCOc1ccc(NC(=O)C(=O)NCC2CCCN2CC)cc1 (stereo not drawn)	4%	2%	66%	5	-2%	-7%	-5%	18%	-11%
N=C1/C(=C\c2ccc(OCc3ccccc3)cc2)C(=O)N=C2SC(N3CCCC3)=NN12	/	-3%	-1%	/	-6%	?	/	/	/
CCCc1nc2ccc(NC(=O)c3ccco3)cc2c(=O)n1Cc1ccccc1Cl	1%	4%	4%	-7	-3%	2%	-7%	10%	-4%
COc1ccc(C(C(=O)NC2CCCC2)N(C(=O)Cc2cccs2)C2CC2)cc1OC (stereo not drawn)	-10%	-9%	12%	9	-2%	-7%	-3%	50%[activator]	-5%
CC(=O)c1sc2nc(C)cc(C)c2c1N	i	-2%	0%	-6	2%	99%[activator]	-9%	0%	-13%
CCOC(=O)CNC(=O)c1cnc(Nc2ccccc2OC)c2ccccc12	i	27%	25%	-5	-6%	-2%	-3%	38%[activator]	-18%
COc1cccc(N(C(=O)c2snc(C(N)=O)c2N)C(C(=O)NCC2CCCO2)c2c[nH]c3ccccc23)c1 (stereo not drawn)	3%	42%	1%	-10	-7%	-11%	-9%	74%[activator]	-11%
CCCCNC(=O)c1ccccc1Cl	4%	0%	-10%	1	-1%	3%	-6%	18%	-17%
CC(=O)N(Cc1ccccc1)Cc1cn(CCC#N)nc1-c1cccc([N+](=O)[O-])c1	2%	5%	24%	-13	-4%	-13%	-5%	33%[activator]	-5%
COC(=O)C(C)(C)c1cccnc1C#N	-10%	/	/	/	/	/	?	?	-15%
